# IMP-1 inhibitor = blocks Pseudomonas aeruginosa IMP-1 metallo-beta-lactamase | inhibition, % at 5.6 µM | AID 1556 | 0.45% of 290,000 active | purified IMP-1, nitrocefin hydrolysis, epi-absorbance fluorescence;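 active means inhibition above the mean plus 3 SD of all compounds in the same screening run, cut at about 4.5% in these data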;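 further: 0% = IMP-1 with DMSO and 100% = DMSO wells lacking enzyme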
#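 Assay system: purified recombinant IMP-1 beta-lactamase. Input: IMP-1 0.2 nM before substrate addition. Buffer or medium: Zinc- and detergent-supplemented HEPES buffer, pH 7.1. Schedule: 25 °C, 15 min preincubation, 25 min reaction. Signal: Epi-absorbance fluorescence, 480 nm excitation, 530 nm emission. Evaluation: percent inhibition from optical density relative to buffer-blank wells.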
# UBC9 SUMO inh = SUMOylation inhibition; P63279; HTRF SUMOylation assay, SAE1/SAE2 + UBC9, in vitro; inhibition, % at 35 µM; 0.36% of 290,000 active; AID 2006; in the data active means inhibition above about 50%, passing the limit was not always enough; further: strong numbers were not always called active
# Target sequence (P63279 whole entry, looked up): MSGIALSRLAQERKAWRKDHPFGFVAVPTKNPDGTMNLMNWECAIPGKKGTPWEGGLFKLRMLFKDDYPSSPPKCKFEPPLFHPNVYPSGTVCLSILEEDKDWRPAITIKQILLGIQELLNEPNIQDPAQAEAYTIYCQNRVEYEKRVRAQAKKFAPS
# VIM-2 inh = inhibitors of Pseudomonas aeruginosa VIM-2 metallo-beta-lactamase; AID 1527; 0.89% of 290,000 active; inhibition, % at 5.6 µM; purified VIM-2, nitrocefin hydrolysis, epi-absorbance fluorescence;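 active means inhibition above the mean of all tested compounds plus 3 SD, cutoff set per screening run, cut at about 7.5% in these data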;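 further: red hydrolysis product quenches plate fluorescence so inhibitors raise well fluorescence; 0% = enzyme with DMSO and 100% = DMSO without enzyme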
# NALP1 yeast inh = NALP1 inhibition. S. cerevisiae NALP1/ASC/caspase-1 growth, X-gal OD620, 72 h. inhibition, % at 10 µM. 0.61% of 280,000 active. AID 2071; in the data active means inhibition mostly above about 24%, no sharp cut-off; inactive means mostly below about 32%; further: some compounds called inactive have numbers as strong as hits
# MEKK2mut PB1 HTS = signal of MEK5 binding to mutant human MEKK2 PB1 domain | bead flow cytometry, Alexa488-MEK5 binding to MEKK2 mutant | percent response, % at 10 µM | 0.35% of 290,000 active; in the data active means percent response above about 24%, passing the limit was not always enough; further: inactives centre near 1; some results filed as inactive read as strong as hits
# DNA FID counter = counter-screen for HCV NS3 helicase inhibitors: DNA intercalator displacement | DNA fluorescent intercalator displacement, fluorescence | inhibition, % at 7.9 µM | 0.17% of 290,000 active; in the data active means inhibition above about 37%;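 further: 0% = vehicle and 100% = reference compound; higher means more ethidium bromide displaced from hairpin DNA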
# NS3 helicase inh = blocks Hepatitis C virus NS3 helicase unwinding; inhibition, % at 10.9 µM; AID 1800; 0.56% of 290,000 active; NS3 helicase DNA unwinding, Cy5 molecular beacon fluorescence;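 active means inhibition above the mean of all tested compounds plus 3 SD, set per campaign, cut at about 35% in these data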;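 further: 0% = DMSO wells and 100% = thioflavine S control wells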
#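 System: NS3 helicase fragment of HCV / Schedule: 1 h at 25 °C / Control set: DMSO alone as 0% and 110 µM thioflavine S as 100% / Reagent: Cy5/quencher beacon DNA duplex and ATP to start / Technique: Cy5 fluorescence / Replication: singlicate / Evaluation: % inhibition of end-to-start signal ratio versus controls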
# PfM18AAP inh = PfM18AAP enzyme inhibition | inhibition, % at 7.35 µM | 1.2% of 290,000 active | recombinant PfM18AAP, H-Glu-NHMec fluorogenic cleavage | AID 1822;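 active means inhibition above the campaign mean inhibition over all tested compounds plus 3 SD, cut at about 28% in these data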;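 further: 0% = plate median of test compound wells and 100% = 2 mM ZnCl2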
# MEKK2 WT-MEK5 = raises or lowers MEK5 binding to wildtype human MEKK2 PB1 domain; Q9Y2U5; bead flow cytometry, Alexa488-MEK5 binding to MEKK2 WT; actives lie on both sides; binding response (% of control), % at 10 µM; 1.1% of 290,000 active; in the data active means binding response below about 67% or above about 130%
# * marks the source's active call; other numbers are inactive results; x = no result given; [ ] = remark or other dose. No enrichment for hits; any-hit rate near 4.7%.
SMILES,IMP-1 inhibitor,UBC9 SUMO inh,VIM-2 inh,NALP1 yeast inh,MEKK2mut PB1 HTS,DNA FID counter,NS3 helicase inh,PfM18AAP inh,MEKK2 WT-MEK5
O=C(NCC(=O)N(CCc1ccccc1)C(C(=O)NC1CCCC1)c1cccnc1)c1ccco1 (centres undefined),-2.6,10,-2.4,24,x,-25,-2,1,x
O=C(O)C1CC1C(=O)N1CCN(c2ccc(Cl)c(Cl)c2)CC1 (centres undefined),-0.5,15,-0.1,23,4,6,-2,-8,98
CC1=CC2=NC(=O)/C(=C/c3cccn3Cc3ccccc3)C(=N)N2O1,-4.0,1,-2.5,0,4,-20,-10,5,105
Cc1ccc(-n2ncc3c2CC(C)(C)CC3NC(=O)CCN2CCCCC2=O)cc1 (centres undefined),-0.3,17,-0.6,8,1,-50,-5,-4,106
CCN(CC)CCN(C(=O)CN1C(=O)c2ccccc2C1=O)c1nc2cc3c(cc2s1)OCO3,-0.8,12,-2.0,22,14,16,-67,-5,122
C#CCOCCOCCOCCNc1nc(N2CCN(C(=O)[C@H]([C@@H](C)CC)n3cc([C@@H](N)CO)nn3)CC2)nc(N2CCN(C(=O)[C@H](CCCCN)n3cc([C@@H](N)C(C)CC)nn3)CC2)n1 (some centres undefined),14*,12,-1.0,-8,14,52*,-54,6,124
O=C1CC(c2ccc(Cl)cc2)c2c(O)cc(O)cc2O1 (centres undefined),-1.1,-5,-3.9,-7,3,0,-6,6,98
Cc1ccc(S(=O)(=O)Nc2cc3c(C(=O)Nc4ccccc4)c(C)oc3c3ccccc23)cc1,2.9,1,-1.2,28,4,5,7,-6,104
COc1ccc(C)cc1NC(=O)N1CCC(CO)(CC2CCCCO2)CC1 (centres undefined),-2.3,-4,-1.6,-2,-5,-20,-14,-11,86
CCOC(=O)c1cc(CC)sc1NC(=O)Cc1ccccc1,-2.8,-10,-1.0,2,2,-13,-4,-3,104
CCOc1ccc(CCNC(=O)COC(=O)c2cc([N+](=O)[O-])ccc2N2CCOCC2)cc1OCC,-0.9,0,-0.7,30,2,-44,-1,-12,106
CCCCN(C)C(=O)Cn1cnc2sc(C)cc2c1=O,-3.2,-10,-1.5,5,1,-2,1,-10,104
Cc1nc(Nc2ccc(F)cc2)nc(Nc2ccc(F)cc2)c1[N+](=O)[O-],0.3,-6,0.9,11,-6,1,0,17,94
COc1ccc(Cc2nnc(Nc3ccccc3)s2)cc1Br,-3.0,14,-5.1,24,16,-59,9,3,110
COc1ccc(OCC(=O)Nc2ccc3c(c2)nc(CCN2CCCC2)n3C)cc1,-4.0,2,-3.7,9,3,5,-18,7,115
CC(=O)Nc1cc(NC(C)=O)cc(C(=O)N2CCCC3CCCCC32)c1 (centres undefined),1.3,18,0.2,2,-3,-28,6,-10,102
Cc1ccc(-c2nc(C#N)c(N3CCCCC3)o2)cc1,-2.9,8,-1.8,-14,-1,-10,8,-6,104
COc1cc(C(C(=O)NC2CCCCC2)N(Cc2ccco2)C(=O)c2cnccn2)cc(OC)c1OC (centres undefined),-2.5,9,-1.8,8,-6,-9,3,1,97
COc1cc2c(cc1NC(=O)CSc1ccccc1)oc1ccccc12,1.8,-4,-2.6,20,-1,2,-3,8,105
COc1ccc(NC(=S)Nc2cccc(Cl)c2)cc1OC,-3.4,28,-2.4,0,-1,-1,0,13,111
Cc1nn(CC(=O)N2CCC(C)CC2)c(=O)c2nn(-c3ccccc3)c(C)c12,-4.1,11,1.3,13,9,-27,0,-8,104
CC(C)CNS(=O)(=O)c1ccc(CCC(=O)N2CCN(Cc3ccc4c(c3)OCO4)CC2)cc1,1.9,1,0.1,-1,2,-17,-10,-4,105
COc1ccc(C(=O)NCCN2CCOCC2)cc1OC,1.4,12,0.7,-6,12,3,9,-1,100
CCSc1cc(N2CCCC2)nc(-c2ccccc2Cl)n1,-2.9,-14,-5.2,26,-1,-12,8,0,96
Cn1c(=O)c2c(=O)cc(N)[nH]c2n(C)c1=O,-2.6,-3,-3.8,4,0,-3,-4,-5,107
# (cont.)
SMILES,IMP-1 inhibitor,UBC9 SUMO inh,VIM-2 inh,NALP1 yeast inh,MEKK2mut PB1 HTS,DNA FID counter,NS3 helicase inh,PfM18AAP inh,MEKK2 WT-MEK5
CCOC(=O)C(=CNc1ccc(C(F)(F)F)cc1Cl)C(=O)OCC,-0.8,-8,-0.6,11,2,-5,-7,-8,102
CC(C)CC(=O)c1c[nH]c(C(=O)O)c1,-1.9,10,-2.2,17,1,1,2,1,118
COc1ccc(CN2CCC(=O)N([C@H](CO)Cc3ccccc3)CC2)cc1,-1.3,6,-1.4,14,-1,-15,13,-10,104
CCCCOc1ccc(C(=O)OCC(=O)Nc2cc(C)on2)cc1,0.4,8,0.0,-8,-8,-3,-4,-2,89
O=C(CSc1nnc(-c2ccc(Cl)s2)o1)N1CCc2ccccc21,-1.8,10,0.8,-2,6,1,1,-12,104
CN(C)c1cc[n+](CC(=O)c2ccc(-c3ccccc3)cc2)cc1,-0.4,0,-0.7,24,7,14,-54,1,112
O=[N+]([O-])c1ccc2ncnc(N3CCN(Cc4ccc5c(c4)OCO5)CC3)c2c1,1.6,14,0.5,23,3,-4,-4,2,104
CN1CCN(c2c(F)cc3c(=O)c(C(=O)O)cn4c3c2OCN4C)CC1,-5.7,30,-4.3,1,3,0,14,-6,101
COc1ccc(S(=O)(=O)N2CCCC(C(F)(F)F)C2)cc1 (centres undefined),-3.5,7,-2.5,2,-1,-10,0,0,103
O=C(c1cnccn1)N(Cc1cccs1)C1(C(=O)NC2CCCC2)CCCCC1,-1.8,-10,-0.3,31,-1,-35,11,1,98
CCOc1ccc(-n2c(SCC(=O)Nc3ccc4c(c3)OCCO4)nc3c(c2=O)SCC3)cc1,-0.2,19,1.1,13,5,-3,12,-5,108
O=C(NNS(=O)(=O)c1ccc(Cl)cc1)c1sccc1-n1cccc1,-1.4,3,-3.0,-2,3,-10,6,9,105
CCc1cc(C(=O)OC)c(NC(=O)c2ccoc2C)s1,-3.5,5,0.2,-3,8,-13,16,7,105
CCCC(=O)Nc1nnc(-c2ccccc2)o1,-2.8,3,-3.2,6,-2,-4,-5,5,100
O=c1[nH]c(CN2CCN(c3ccc(O)cc3)CC2)nc2scc(-c3ccc(Cl)cc3)c12,-2.8,0,-0.8,3,-1,-6,5,27,100
NNC(=O)c1ccc(COc2ccc3ccccc3c2)cc1,-1.6,40,-2.6,x,-2,-5,-1,-3,99
CC(=O)N1CCSc2ccc(S(=O)(=O)NCCc3ccc(Cl)cc3)cc21,-2.7,-6,-0.4,16,1,-42,-22,-1,101
Cc1ccc(S(=O)(=O)NCc2ccc(C(=O)N3CCN(c4ccc([N+](=O)[O-])cc4)CC3)cc2)cc1,-3.2,3,1.6,-18,1,-36,-3,3,104
COc1cccc(NC(=O)CSc2nc3c(oc4ccccc43)c(=O)[nH]2)c1,-1.9,17,-1.8,22,-2,-27,-6,5,91
CC1CCN(c2ccc(C(=O)N3CCOCC3)cc2[N+](=O)[O-])CC1,-3.6,-5,-0.4,-10,3,-7,2,1,107
Cc1ccc2nc(-c3ccncc3)c(NC3CCCC3)n2c1,-1.2,10,3.4,5,-2,2,-10,10,82
O=C1c2ccccc2NC(c2ccc(Cl)cc2Cl)N1O (centres undefined),-3.2,-17,-4.2,12,16,-1,-1,8,104
CC(C)C1N=C2c3ccccc3N=C(SCC#N)N2C1=O (centres undefined),0.7,19,0.2,-7,2,-3,-6,-6,103
CCCCCCc1c(C)c2ccc(OCC(=O)N3CCC[C@H]3C(=O)O)c(C)c2oc1=O,-1.8,13,-4.3,5,-2,-16,14,2,98
COc1ccc(OCc2cc(C(=O)NC(C)Cc3cnccn3)no2)c(Cl)c1 (centres undefined),-0.7,6,-1.7,25,-6,-22,-5,-1,97

# Ordered by count of non-hydrogen atoms (falling): three of the compounds above.
SMILES,IMP-1 inhibitor,UBC9 SUMO inh,VIM-2 inh,NALP1 yeast inh,MEKK2mut PB1 HTS,DNA FID counter,NS3 helicase inh,PfM18AAP inh,MEKK2 WT-MEK5
CC(C)CNS(=O)(=O)c1ccc(CCC(=O)N2CCN(Cc3ccc4c(c3)OCO4)CC2)cc1,1.9,1,0.1,-1,2,-17,-10,-4,105
COc1ccc(C)cc1NC(=O)N1CCC(CO)(CC2CCCCO2)CC1 (centres undefined),-2.3,-4,-1.6,-2,-5,-20,-14,-11,86
CC1=CC2=NC(=O)/C(=C/c3cccn3Cc3ccccc3)C(=N)N2O1,-4.0,1,-2.5,0,4,-20,-10,5,105

# Continuation.
SMILES,IMP-1 inhibitor,UBC9 SUMO inh,VIM-2 inh,NALP1 yeast inh,MEKK2mut PB1 HTS,DNA FID counter,NS3 helicase inh,PfM18AAP inh,MEKK2 WT-MEK5
CC(C)n1c(CN(C)c2ccccc2)nc2ccccc21,-0.5,-2,-0.7,-7,1,-7,-16,4,103
C[C@H](CO)NC(=O)[C@H](C)[C@H]1C[C@]1(C)[C@H](NC(=O)OCc1ccccc1)c1ccccc1,-2.9,-27,-1.8,14,-3,-27,-9,-1,100
Nc1c(N2CCCC2)c2ccccc2oc1=O,-1.0,4,0.1,13,-2,-2,2,11,95
COCCCn1c(-c2ccccc2)nc2ccccc2c1=O,-3.4,7,-1.7,0,-3,-8,-1,-1,92
O=C(C1CCCCC1)N1CCc2[nH]c3ccc(F)cc3c2C1,-1.5,14,-1.1,2,0,-1,0,-7,101
O=C(Nc1ccc(F)cc1)c1nc(S(=O)(=O)Cc2ccccc2)ncc1Cl,-0.7,x,-0.9,-12,1,-8,-11,-90,102
COC(=O)c1c(NC(=O)CSc2ncnc3[nH]ncc23)sc2c1CCC2,-2.2,20,-1.2,-3,-12,-9,6,2,90
Cc1cc(C(=O)OCC(=O)N2CCOCC2)ccc1[N+](=O)[O-],-3.0,6,0.0,-17,-6,11,0,-4,91
O=C(Nc1nnc(-c2ccco2)o1)c1ccc2ccccc2c1,-1.9,-4,-0.7,33,-1,-6,2,-6,102
O=S(=O)(N/N=C\C=C\c1ccccc1)c1ccc(Br)cc1,-1.8,-3,-0.3,-3,6,3,-2,3,99
CC(C)CNC(=O)COC(=O)/C=C/c1ccco1,-3.0,6,-1.8,10,-1,-2,-1,-1,110
COc1ccc(-c2csc(NC3CCCCC3)n2)c(OC)c1,8.0*,12,-2.1,11,2,0,1,-4,-4.0*[inhibitor]
CC1=NN(C(N)=S)C(=O)C1N=Nc1ccccc1C(=O)O (centres undefined),-3.6,6,-3.2,5,10,-4,0,-2,117
CCN(CC)CCCNC(=O)C(C)n1c2ccccc2c2nc(=O)cc(C)n21 (centres undefined),-2.8,-3,-2.6,x,9,5,17,5,109
O=C(Nc1ccc(F)cc1F)c1cc2ncc(Br)cn2n1,-2.1,16,-3.1,16,6,-2,-3,-2,104
c1ccc(-c2ccc(CN3CCN(c4ncccn4)CC3)cc2)cc1,-4.1,-17,-1.7,1,-2,-2,-22,1,98
Cc1ccc(CNC(=S)Nc2cc(C(=O)O)ccc2C)cc1,-3.3,0,-0.9,-5,5,-9,2,3,101
CSc1nnc(C)c(=O)n1COC(=O)c1ccc(S(=O)(=O)N2CCCC2)cc1,0.9,-4,-1.3,-9,8,-13,-15,-1,110
CC(C)CC(=O)NC(=S)NNC(=O)c1ccc([N+](=O)[O-])cc1,-1.9,19,-2.4,-10,0,-5,-1,19,92
